Source: PubChem (National Center for Advancing Translational Sciences (NCATS))
L3MBTL1 inh: qHTS Assay for the Inhibitors of L3MBTL1; hit rate 0.66% among 230,000; Lethal(3)malignant brain tumor-like protein 1 (Homo sapiens), Q9Y468; Potency, µM (doses to about 57.1 µM), for the others: at the top dose activity, negative = inhibition, hits mostly inhibitors; AlphaScreen L3MBTL1–H3K9me1 peptide binding; active means well fitted inhibition curve with a large enough effect; inconclusive means small, poorly fitted or top-dose-only effect; inactive means no such curve, though single readings can be large or run the other way; further: nearly all actives have a fitted effect of over 60% in size
Target sequence (Q9Y468 whole entry, looked up): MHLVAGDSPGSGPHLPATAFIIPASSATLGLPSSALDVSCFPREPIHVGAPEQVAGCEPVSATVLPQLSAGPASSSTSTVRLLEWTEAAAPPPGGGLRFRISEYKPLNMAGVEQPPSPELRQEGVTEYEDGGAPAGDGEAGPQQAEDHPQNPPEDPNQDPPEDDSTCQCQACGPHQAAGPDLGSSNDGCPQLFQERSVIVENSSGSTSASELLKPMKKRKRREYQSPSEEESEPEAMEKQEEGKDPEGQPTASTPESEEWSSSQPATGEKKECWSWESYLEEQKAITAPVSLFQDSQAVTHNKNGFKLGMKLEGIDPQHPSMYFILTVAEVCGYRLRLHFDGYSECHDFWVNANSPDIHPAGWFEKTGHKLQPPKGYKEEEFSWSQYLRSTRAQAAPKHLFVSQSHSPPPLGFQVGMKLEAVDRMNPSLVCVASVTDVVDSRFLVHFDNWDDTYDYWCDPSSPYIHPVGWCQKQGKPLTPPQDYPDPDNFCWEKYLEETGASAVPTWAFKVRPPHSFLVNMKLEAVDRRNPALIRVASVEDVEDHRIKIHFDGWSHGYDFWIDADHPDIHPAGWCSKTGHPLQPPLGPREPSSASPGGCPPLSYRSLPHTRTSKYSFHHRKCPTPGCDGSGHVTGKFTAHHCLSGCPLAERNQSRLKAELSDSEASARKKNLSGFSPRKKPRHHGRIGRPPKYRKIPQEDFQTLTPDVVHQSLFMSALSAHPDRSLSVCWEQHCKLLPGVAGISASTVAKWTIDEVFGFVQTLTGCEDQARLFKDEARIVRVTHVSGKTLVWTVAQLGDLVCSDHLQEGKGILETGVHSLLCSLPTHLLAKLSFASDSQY
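AlphaScreen proximity signal between nickel-chelate acceptor and streptavidin donor beads (final 10 ug/mL) reports binding of 50 nM L3MBTL1 to 75 nM biotin-H3 K9me1 peptide; complex incubated with compounds 30 min at room temperature; cefsulodin titration as control.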
* = called active by the depositor; u = inconclusive. On the % scale 0 is the no-effect control and ±100 the full control effect; potency means the concentration at half of the fitted maximal effect. Only part of the results is shown (hit frequency here may not be typical).

smiles | L3MBTL1 inh
CC(Sc1nn(-c2ccc(F)cc2)c(=S)s1)C(=O)c1c(N)n(C)c(=O)n(C)c1=O (stereo unspecified) | -2%
CCc1ccc(N2CC(C(=O)OCC(=O)Nc3ccccc3C)CC2=O)cc1 (stereo unspecified) | -6%
CSc1ccccc1NC(=O)COC(=O)Cn1cc(C(F)(F)F)ccc1=O | 10%
CS(=O)(=O)c1ccc(C(=O)Nc2ccc(S(=O)(=O)N3CCCCC3)cc2)cc1 | 7%
CCCCC(NC(=O)c1ccc(C#N)cc1)C(=O)NCCC (stereo unspecified) | 3%
CC(C)N(C(=O)COC(=O)c1cccc(S(=O)(=O)N2CC3(C)CC2CC(C)(C)C3)c1)C(C)C (stereo unspecified) | -2%
CCC1(c2ccccc2)NC(=O)N(CC(=O)NC2CCCC2)C1=O (stereo unspecified) | 2%
Nc1ncccc1C(=O)OCC(=O)N1CCN(S(=O)(=O)c2ccc(Cl)cc2)CC1 | 2%
Cc1ccc(S(=O)(=O)N2CCOCC2)cc1NC(=O)COC(=O)c1cnccn1 | -2%
CC(C)Oc1ccc(C(=O)Nc2ncn[nH]2)cc1 | -5%
CC(C)CN(C(=O)COC(=O)CNC(=O)c1ccccc1)c1c(N)n(Cc2ccccc2)c(=O)[nH]c1=O | 13%
O=C(C[n+]1ccccc1)N/N=C/c1ccc(Cl)cc1 | -23%
O=C(NCC(c1ccco1)N1CCOCC1)c1ccc(F)cc1 (stereo unspecified) | -4%
COc1ccc(C(=O)NCC(=O)N2CCCC(C(F)(F)F)C2)cc1OC (stereo unspecified) | 5%
COc1cc(C=O)ccc1OCC(=O)Nc1cccc(S(=O)(=O)N(C)c2ccccc2)c1 | -4%
Cc1ccccc1C(=O)NNC(=O)C1CC(=O)N(c2ccc3c(c2)OCCO3)C1 (stereo unspecified) | -2%
CC(C)[C@H](NS(=O)(=O)c1cccc(Cl)c1)C(=O)OCC(=O)NC(=O)CN1CCCC1=O | u
Cc1onc(-c2ccccc2)c1C(=O)OCC(=O)N1CCN(c2ccccc2)CC1 | -7%
CC(Oc1ccc(Br)cc1)C(=O)Nc1nnc(C2CC2)s1 (stereo unspecified) | 5%
CC(=O)c1ccc(S(=O)(=O)N2CCN(CC(=O)NC(=O)NC3CCCCC3)CC2)cc1 | 0%
CCCCN(C(=O)C1CC(=O)N(c2ccc3c(c2)OCCO3)C1)c1c(N)n(CCCC)c(=O)[nH]c1=O (stereo unspecified) | -11%
CCOc1ccc(OCCC(=O)OCC(=O)Nc2ccc(C)c(S(=O)(=O)N3CCCCC3)c2)cc1 | -7%
COc1ccc(Nc2cc(C)nc(N3CCN(C(=O)c4ccc5c(c4)OCO5)CC3)n2)cc1 | -7%
COc1ccc(C)cc1NC(=O)CSc1nc(=O)n(CCCN2CCOCC2)c2c1CCCC2 | 4%
C[C@H](CO)N1C[C@H](C)[C@@H](CN(C)S(=O)(=O)c2ccc(F)cc2)Oc2ccc(NC(=O)Cc3cn(C)c4ccccc34)cc2C1=O | -8%
Nc1c(N(CCC2=CCCCC2)C(=O)Cc2ccccc2F)c(=O)[nH]c(=O)n1Cc1ccccc1 | 1%
O=C(Cn1c(=O)cnc2ccccc21)NCC(=O)Nc1ccc(F)c(F)c1 | 12%
O=C(CNC(=O)OCc1ccccc1)Nc1ccc(F)cc1 | 4%
CCN(C(=O)COC(=O)C12CC3CC(CC(NC(C)=O)(C3)C1)C2)C1CCCCC1 | 6%
COc1ccc(N2CCN(C(=O)c3ccc(S(=O)(=O)N4CCCCCC4)cc3)CC2)cc1 | -4%
O=C(CN1C(=O)NC(c2ccccc2)(c2ccccc2)C1=O)NCc1ccccc1 | -1%
O=C(CN1C(=O)NC2(CCCC2)C1=O)Nc1nc2ccccc2[nH]1 | 14%
CC1CN(S(=O)(=O)c2cccc(C(=O)OCCOc3ccccc3)c2)CC(C)O1 (stereo unspecified) | 18%
NC(=O)COC(=O)c1ccccc1SCC(=O)NC1CCCCCCC1 | -2%
Cc1cccc(C)c1NC(=O)CN(C)C(=O)COc1cccc2c1OC(C)(C)C2 | -4%
COc1ccc(C(=O)N2CCN(c3ccc(C(C)=O)cc3)CC2)cc1S(=O)(=O)N1CCCC1 | 1%
COc1ccc(-c2csc(NC(=O)CSCC(=O)Nc3cc(C)on3)n2)c(OC)c1 | 4%
O=C1COc2ccc(C(=O)COC(=O)c3ncc(Cl)c(Cl)c3Cl)cc2N1 | 4%
CC(C)N(C(=O)COC(=O)Cn1cnc2ccccc21)c1ccccc1 | -1%
CN(C(=O)CSc1nnc(C2CC2)n1C1CC1)C1(C#N)CCCCC1 | -2%
CCOC(=O)C1CCCN(C(=O)c2cccc(N3C(=O)c4ccccc4C3=O)c2)C1 (stereo unspecified) | 8%
CCc1cc(=O)[nH]c(SCC(=O)NCc2ccc3c(c2)OCO3)n1 | 1%
CC1CCN(S(=O)(=O)c2ccc(C(=O)NC3CCS(=O)(=O)C3)cc2)CC1 (stereo unspecified) | 4%
COc1cc(C(=O)NCc2ccc(S(N)(=O)=O)cc2)ccc1OCC(=O)Nc1cccc(C(F)(F)F)c1 | 6%
CCN(CC)C(=O)[C@H]1CC(CC(=O)NC/C=C(\C)CCC=C(C)C)C(=O)N2CCc3c([nH]c4ccc(OC)cc34)[C@]12C (stereo partly specified) | -10%
C[C@H](CO)N1C[C@H](C)[C@@H](CN(C)S(=O)(=O)c2ccccc2)Oc2ccc(NS(=O)(=O)c3cccs3)cc2C1=O | 5%
O=C(CN1C(=O)NC2(CCc3ccccc32)C1=O)Nc1ccccc1OC(F)F (stereo unspecified) | -6%
COc1ccc2nc(NC(=O)CSC(C)C(=O)Nc3cc(C)on3)sc2c1 (stereo unspecified) | -2%
COc1ccc(OC)c(NC(=O)CCN2CCN(CCO)CC2)c1 | 0%
C=CCC[C@@H](Cc1ccc(F)cc1)C(=O)OC[C@H](Cc1c[nH]c2ccccc12)NC(=O)[C@@H](CC=C)CC(=O)N[C@@H](CO)Cc1ccccc1 | -6%
O=C(c1ccc(F)c(S(=O)(=O)N2CCOCC2)c1)N(CCc1ccccc1)Cc1ccccc1 | -8%
O=C(Cc1ccccc1)OCC(=O)c1cccc([N+](=O)[O-])c1 | -4%
CC(C)Oc1ccc(S(=O)(=O)N2CCCCC2)cc1NC(=O)CN1C(=O)NC2(CCCC2)C1=O | 7%
CC(C)N(Cc1ccccc1)C(=O)CN1C(=O)NC2(CCOc3ccccc32)C1=O (stereo unspecified) | -6%
COCCOc1ccc(C(F)(F)F)cc1NC(=O)CN1C(=O)NC2(CCCc3ccccc32)C1=O (stereo unspecified) | -6%
CC1CN(S(=O)(=O)c2ccc(C(=O)Nc3nncs3)cc2)CC(C)O1 (stereo unspecified) | 1%

Following part.
smiles | L3MBTL1 inh
CC(C)CN(C(=O)COc1ccc(Br)cc1C=O)C1CCS(=O)(=O)C1 (stereo unspecified) | 6%
NS(=O)(=O)c1ccc(N2N=C(c3ccccc3)CC2c2ccccc2Br)cc1 (stereo unspecified) | 29%
Cc1cc(C)n2nc(SCC(=O)N3CC(C)CC(C)C3)nc2n1 (stereo unspecified) | 6%
O=C(CSC1=NS(=O)(=O)c2ccccc2N1)Nc1ccc(F)cc1 | 1%
COc1ccc(CCNC(=O)c2cc(S(=O)(=O)N3CCOCC3)ccc2F)cc1 | 6%
CCN(c1ccccc1)S(=O)(=O)c1cc(NC(=O)C2CC2)ccc1Cl | -1%
COc1ccc(COC(=O)Oc2ccc(CNC(C)=O)cc2OC)c([N+](=O)[O-])c1 | 3%
COc1cc2nc(N(CCCN(C)C)C(=O)c3ccc(S(=O)(=O)N4CCc5ccccc5C4)cc3)sc2cc1OC | -9%
COc1ccc(C(=O)NCCS(=O)(=O)NCc2cccs2)cc1 | 6%
C=CCC[C@@H](Cc1ccc(F)cc1)C(=O)OC[C@@H](NC(=O)[C@@H](CC=C)CC(=O)N[C@H](CO)Cc1ccccc1)C(C)(C)C | -1%
COc1ccccc1CCC(=O)N1CCN(S(=O)(=O)c2cc(C(F)(F)F)ccc2Cl)CC1 | -5%
O=C(NC1(Cc2ccccc2)CCN(CCc2cccs2)C1=O)c1ccccc1 (stereo unspecified) | -2%
COC(=O)[C@]1(Cc2ccccc2)N[C@H](CN(C)S(=O)(=O)c2ccc(OC(F)(F)F)cc2)[C@@H]2C(=O)N(Cc3ccccc3)C(=O)[C@@H]21 | 1%
CSc1ccccc1C(=O)OCC(=O)Nc1cccnc1Cl | -10%
C=C[C@H](Cc1ccccc1)N(Cc1ccccc1)S(=O)(=O)N(Cc1ccccc1)[C@H](C=C)Cc1ccccc1 | 12%
COc1ccc(-c2ccc3nnc(SCC(=O)N4CCCC4)n3n2)cc1 | 0%

Among those listed so far, two contain a cyano group:
smiles | L3MBTL1 inh
CCCCC(NC(=O)c1ccc(C#N)cc1)C(=O)NCCC (stereo unspecified) | 3%
CN(C(=O)CSc1nnc(C2CC2)n1C1CC1)C1(C#N)CCCCC1 | -2%

Next part.
smiles | L3MBTL1 inh
COc1ccc(NC(=O)c2cc(S(=O)(=O)N3CCCC3)ccc2C)cn1 | -3%
Cc1ccc(C(=O)OCC(=O)N2CCCc3ccccc32)cc1C | 7%
COc1ccc(S(=O)(=O)Nc2cccc3c2O[C@H](CN(C)C(=O)Nc2c(C)noc2C)[C@@H](C)CN([C@H](C)CO)C3=O)cc1 | 4%
CC(C)(O)CC[C@@H](O)[C@](C)(O)C1CC[C@@]2(O)C3=CC(=O)[C@]4(O)C[C@@H](O)[C@@H](O)C[C@]4(C)C3CC[C@]12C (stereo partly specified) | 9%
Cc1cccnc1NC(=O)CNC(=O)COc1ccccc1 | 2%
COc1ccc(CCNC(=O)c2cc(-c3ccccn3)nc3ccccc23)cc1 | 10%
CC1(c2ccc(OC(F)F)cc2)NC(=O)N(CC(=O)N2c3ccccc3NC(=O)C2(C)C)C1=O (stereo unspecified) | -1%
O=C1c2ccccc2[C@@H]2C[C@@H](O)[C@H](Nc3cccc(C(F)(F)F)c3)CCN12 | -3%
O=C(CSc1nncs1)Nc1ccc2[nH]c(=O)[nH]c2c1 | 7%
CCOc1ccc(CC(=O)NCCS(=O)(=O)N2CCN(c3ccccc3)CC2)cc1 | -3%
Cc1ccc(C(=O)OCC(=O)NCc2ccc(F)cc2)o1 | -7%
Cc1cccc(S(=O)(=O)N2CCn3cccc3C2C)c1 (stereo unspecified) | -5%
CC(C)C[C@@]12C(=O)N(c3cccc(Br)c3)C(=O)N1[C@H](c1ccc(Cl)cc1)[C@@H]1C(=O)N(C3CCCCC3)C(=O)[C@@H]12 | -10%
CNS(=O)(=O)c1cccc(C(=O)OCC(=O)N2CCN(C(=O)c3ccco3)CC2)c1 | 2%
Cc1cccc(N2CCN(CC(=O)NCc3ccc(Cl)cc3)CC2)c1C | -1%
O=C(NNC(=O)c1csc(N2CCOCC2)n1)c1cccnc1 | 8%
O=C(Nc1ccccc1N1CCOCC1)c1cc(=O)[nH]c2ccccc12 | 1%
CCOC(=O)c1c(C)[nH]c(NC(=O)NNC(=O)c2ccccc2Cl)c1C | 5%
COc1ccc(CCC(=O)Nc2cccc(S(=O)(=O)N3CCCCCC3)c2)cc1 | -5%
O=C(COC(=O)/C=C/c1cccc(C(F)(F)F)c1)Nc1ccc(Cl)cn1 | 1%
CN(CC(=O)Nc1cccc(F)c1)C(=O)c1cc(-c2cccs2)nn1-c1ccccc1 | -10%
Cc1[nH]c2ccc(C(=O)OCC(=O)Nc3cccc(S(N)(=O)=O)c3)cc2c1C | -3%
CCCCn1c(N)c(N(CC(C)C)C(=O)c2ccc(OCC3CCCO3)cc2)c(=O)[nH]c1=O (stereo unspecified) | -13%
COCCCNC(=S)N1CCN(c2nc(-c3cccc(OC)c3)cs2)CC1 | -5%

Four entries already listed, ordered by SMILES length, smallest number first:
smiles | L3MBTL1 inh
O=C(Nc1ccccc1N1CCOCC1)c1cc(=O)[nH]c2ccccc12 | 1%
O=C(COC(=O)/C=C/c1cccc(C(F)(F)F)c1)Nc1ccc(Cl)cn1 | 1%
Cc1[nH]c2ccc(C(=O)OCC(=O)Nc3cccc(S(N)(=O)=O)c3)cc2c1C | -3%
CCCCn1c(N)c(N(CC(C)C)C(=O)c2ccc(OCC3CCCO3)cc2)c(=O)[nH]c1=O (stereo unspecified) | -13%

(list continues)
smiles | L3MBTL1 inh
CCCCn1c(N)c(N(CC(C)C)C(=O)CN(C)S(=O)(=O)c2ccc(C)cc2)c(=O)[nH]c1=O | -9%
CCc1ccc2nc(NC(=O)CN3C(=O)NC4(CCCC4)C3=O)sc2c1 | -5%
O=C(COC(=O)c1ccc(Cl)cc1)NCC1CCCCC1 | 0%
CC1(c2ccccc2)NC(=O)N(CC(=O)Nc2ccc3c(c2)CCC3)C1=O (stereo unspecified) | -4%
Nc1cc(N)nc(SCC(=O)NCC(=O)Nc2ccc(F)c(F)c2F)n1 | -8%
COc1ccccc1N(C)S(=O)(=O)c1ccc(C(=O)NNC(=O)c2ccccc2O)cc1 | 3%
CN(CC(=O)Nc1ccccc1Br)C(=O)CNC(=O)c1ccc2c(c1)OCO2 | 3%
O=C(NC[C@@H]1CCCO1)c1cccc2c1C(=O)c1ccc(N3CCOCC3)cc1S2(=O)=O | 6%

Pulled by compound from the list above, three records:
smiles | L3MBTL1 inh
CN(CC(=O)Nc1ccccc1Br)C(=O)CNC(=O)c1ccc2c(c1)OCO2 | 3%
Nc1cc(N)nc(SCC(=O)NCC(=O)Nc2ccc(F)c(F)c2F)n1 | -8%
O=C(COC(=O)c1ccc(Cl)cc1)NCC1CCCCC1 | 0%
